SMARCA2 act: SMARCA2 function activation, primary screen. MG213 cells, MMTV-luciferase reporter, dexamethasone, overnight. activation, % at 9.1 µM. 1% of 370,000 active; in the data active means activation above about 7.8%;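 further: 0% = vehicle wells and 100% = reference activator wells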
NR1D1 modulator: modulators of human Rev-erb alpha DNA binding; 0.79% of 370,000 active; AID 1259318; Rev-erbα–FITC-DNA binding, fluorescence polarization, 90 min; P20393; activity, % at 10 µM;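 active means activity above about 14%, limit read from the data; passing the limit was not always enough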;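 further: 0% = DMSO wells with 35 nM protein and 100% = DMSO wells with 750 nM protein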
ssDAF-12 act: S. stercoralis DAF-12 activation, primary screen; 1% of 370,000 active; activation, % at 6.8 µM; HEK293 ssDAF-12/GRIP1 lit1-tk-luc reporter, luminescence; % of 3 µM dafachronic acid response;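 active means activation above the mean over all tested compounds plus 3 SD, cut at about 0.9% in these data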;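 further: 0% = DMSO-only wells and 100% = 3 µM delta7-dafachronic acid wells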
hgDAF12 agonist: activates the H. glycines DAF-12 receptor ligand-binding domain | 1.8% of 370,000 active | activation, % at 6.8 µM | HEK293 GAL4-hgDAF12 UAS-luciferase reporter, agonist luminescence; normalized to butyrate control;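 active means activation above a cutoff set at the mean of all screened compounds plus 3 SD, cut at about 10% in these data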;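 further: 0% = DMSO wells and 100% = sodium butyrate wells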
ADAM17 inh: inhibits human ADAM17 | 0.83% of 370,000 active | inhibition, % at 6.95 µM | P78536 | AID 720648 | recombinant ADAM17, EDANS/DABCYL FRET peptide cleavage;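 active means inhibition above the mean of compounds lying between control limits plus 3 SD, set per campaign, cut at about 8.5% in these data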;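 further: 0% = DMSO-only wells as the low control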
PLCg1 inh: blocks human PLC-gamma1 enzyme activity; P19174; purified PLC-gamma1, fluorogenic substrate, fluorescence; inhibition, % at 12.2 µM; 0.84% of 370,000 active; AID 720700; in the data active means inhibition above about 9.5%
PLC-beta3 inh: inhibitors of human phospholipase C beta3. Q01970. Purified PLC-beta3, fluorogenic substrate, fluorescence. inhibition, % at 12.2 µM. 0.18% of 370,000 active. AID 720704; in the data active means inhibition above about 11%;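 further: 0% = median of compound wells on plate and 100% = full blocker control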
Target sequence (Q01970 whole entry, looked up): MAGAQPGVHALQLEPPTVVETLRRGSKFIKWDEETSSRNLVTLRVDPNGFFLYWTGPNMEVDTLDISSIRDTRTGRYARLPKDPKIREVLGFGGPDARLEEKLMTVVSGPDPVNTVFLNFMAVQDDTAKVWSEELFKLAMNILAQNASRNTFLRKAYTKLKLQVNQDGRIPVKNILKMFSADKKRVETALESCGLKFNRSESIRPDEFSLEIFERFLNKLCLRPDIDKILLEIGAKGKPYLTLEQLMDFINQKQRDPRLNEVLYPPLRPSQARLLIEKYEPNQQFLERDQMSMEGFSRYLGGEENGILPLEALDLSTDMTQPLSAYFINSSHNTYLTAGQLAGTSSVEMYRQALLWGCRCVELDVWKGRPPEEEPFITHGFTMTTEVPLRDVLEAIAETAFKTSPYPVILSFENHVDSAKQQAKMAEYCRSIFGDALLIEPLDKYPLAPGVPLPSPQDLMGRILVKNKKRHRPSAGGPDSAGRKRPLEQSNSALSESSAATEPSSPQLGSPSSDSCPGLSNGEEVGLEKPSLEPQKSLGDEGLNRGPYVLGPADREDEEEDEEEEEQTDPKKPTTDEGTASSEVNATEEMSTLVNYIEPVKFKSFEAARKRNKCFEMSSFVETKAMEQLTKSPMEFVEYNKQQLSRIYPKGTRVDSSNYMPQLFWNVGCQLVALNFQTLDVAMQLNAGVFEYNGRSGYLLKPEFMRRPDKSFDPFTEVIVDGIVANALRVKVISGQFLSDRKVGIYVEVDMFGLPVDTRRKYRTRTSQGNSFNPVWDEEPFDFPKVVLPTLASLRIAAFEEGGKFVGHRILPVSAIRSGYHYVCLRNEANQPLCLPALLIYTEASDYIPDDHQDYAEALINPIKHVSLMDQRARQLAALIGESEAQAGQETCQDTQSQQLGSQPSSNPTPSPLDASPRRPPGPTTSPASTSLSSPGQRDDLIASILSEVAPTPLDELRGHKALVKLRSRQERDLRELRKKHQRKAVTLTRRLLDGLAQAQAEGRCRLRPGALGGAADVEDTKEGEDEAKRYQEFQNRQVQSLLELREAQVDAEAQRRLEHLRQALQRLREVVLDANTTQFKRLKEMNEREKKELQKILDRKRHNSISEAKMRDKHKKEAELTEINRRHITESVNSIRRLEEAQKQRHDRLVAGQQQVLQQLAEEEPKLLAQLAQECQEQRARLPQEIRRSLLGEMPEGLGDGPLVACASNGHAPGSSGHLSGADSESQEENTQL
DAX1 inh-1: DAX1 (NR0B1) inhibition, primary screen. HEK293T StAR-luciferase reporter, SF-1/DAX-1 repression relief. inhibition, % at 6.8 µM. 1.1% of 370,000 active. AID 652010;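 active means inhibition above the mean over all tested compounds plus 3 SD, cut at about 3.6% in these data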;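 further: 0% = DAX-1 cells with DMSO and 100% = cells lacking DAX-1 with DMSO; higher inhibition means more luminescence from relief of DAX-1 repression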
hcDAF12 agonist: activators of H. contortus DAF-12 nuclear receptor. activation, % at 6.8 µM. HEK293 hcDAF-12 lit1-tk-luc reporter, luminescence; 0% DMSO, 100% Δ7-dafachronic acid. 1.4% of 370,000 active;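 active means activation above the mean of all tested compounds plus 3 SD, cut at about 5.5% in these data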;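 further: 100% = response to 3 µM Δ7-dafachronic acid high control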
MBD2 inh: inhibitors of human MBD2 binding to methylated oligonucleotide | TR-FRET | inhibition, % at 4.4 µM | 0.31% of 370,000 active | AID 686964; in the data active means inhibition above about 13%
DAX1 inh-2: NR0B1 (DAX1) inhibition. AID 504766. HEK293 Gal4-DAX1 luciferase reporter, luminescence. 0.99% of 340,000 active. inhibition, % at 6.75 µM;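 active means inhibition above the mean over all tested compounds plus 3 SD, cut at about 4.2% in these data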;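 further: 0% = DAX1-transfected cells with DMSO and 100% = empty-vector control cells with DMSO; inhibition shows as a rise in luminescence from relieved DAX1 repression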
Starred values were filed as active, the others as inactive; · = no result given.

Compound	SMARCA2 act	NR1D1 modulator	ssDAF-12 act	hgDAF12 agonist	ADAM17 inh	PLCg1 inh	PLC-beta3 inh	DAX1 inh-1	hcDAF12 agonist	MBD2 inh	DAX1 inh-2
CCc1cc(CC)c(/C=N/NC(N)=O)c(CC)c1	0	1	-1.2	1.7	1	-2	-6	-0.9	-1.1	6	-0.1
COc1ccc(NC(=O)[C@@H]2CCCN2S(=O)(=O)c2ccccc2F)cc1S(=O)(=O)N1CCCCC1	-1	5	-1.2	1.3	-2	0	-1	-0.4	-1.2	0	-1.6
COc1ccc(NC(=O)c2[nH]c(C)c(C(C)=O)c2C)cc1S(=O)(=O)Nc1ccc(Br)cc1	0	6	-1.8	1.3	-2	5	-6	0.1	-1.8	-1	1.6
COc1ccc(-c2cn[nH]c2-c2ccc(OCc3ccccc3F)cc2O)cc1OC	-2	5	-1.9	-2.8	8	6	0	-2.2	-2.5	7	-4.0
Cn1cc(CN2CCCC(C(=O)Nc3cccc(-n4cccn4)c3)C2)cn1 (stereo not drawn)	-4	3	-0.8	1.0	1	4	-3	0.3	3.3	2	0.1
O=C(CN1C(=O)NC(c2ccccc2)(c2ccccc2)C1=O)NC1CCS(=O)(=O)C1 (stereo not drawn)	2	-5	-1.4	-0.7	0	0	-2	0.9	0.5	0	0.6
N#Cc1cc(C(=O)c2cc(Cl)ccc2O)cn(CC2CCCO2)c1=O (stereo not drawn)	0	1	-0.7	-1.3	-6	1	1	-0.7	-2.0	-1	-0.1
CC(C)C(NC(=O)c1ccc(C(C)(C)C)cc1)C(=O)N1CCC(C(N)=O)CC1 (stereo not drawn)	4	-1	-1.5	0.2	4	4	-1	-0.6	0.3	-2	0.5
CN1CCC(=NNC(=O)c2cn(-c3ccccc3)nc2-c2ccccc2)CC1	-4	-4	-0.7	4.0	1	-4	-4	0.0	-1.4	2	-0.4
CC1C(=O)Nc2ccc(S(=O)(=O)NCCc3ccc(Cl)cc3)cc2NC1=O (stereo not drawn)	-2	-5	-0.2	2.6	-6	1	-7	0.1	1.5	11	1.1
Nc1nccnc1C(=O)OCC(=O)Nc1ccc2[nH]c(=O)[nH]c2c1	2	-15	-0.6	-1.4	-22	-19	-24	-0.3	-0.8	2	2.8
CCNC(=O)C1(C)CCN(C(=O)c2ccccc2)C1 (stereo not drawn)	1	-3	-1.3	2.8	-3	1	0	0.0	-1.3	-3	·
O=C(N[C@@H](Cc1c[nH]c2ccccc12)C(=O)O)OCC1c2ccccc2-c2ccccc21	0	1	0.5	-0.5	-3	-4	-12	-0.8	1.5	-5	0.7
COC(=O)c1ccc(C(=O)Nc2cc(Cl)ccc2Cl)cc1NC(=O)c1ccccc1C	-2	5	-1.5	0.1	-4	0	-1	-0.3	-1.7	-5	0.6
CC1(C)Cc2ccccc2-c2n[nH]c(=S)n21	-1	0	-1.5	0.0	-2	-2	-2	0.7	-2.6	0	1.6
O=S(=O)(c1ccccc1)C1(S(=O)(=O)c2ccccc2)CCCC1	-3	1	-1.1	0.3	-6	-2	1	-0.1	-1.2	0	-0.9
O=C(CCC(=O)Nc1ccc(F)cc1)N/N=C/c1ccc(O)cc1O	-3	2	-0.6	-0.9	-28	-39	-40	0.2	0.1	6	-0.2
CCOC(=O)c1c(C)[nH]c(C(=O)OCC(=O)Nc2ccc(Cl)cn2)c1C	-2	0	-1.4	3.2	-5	-2	-10	-0.9	0.9	5	0.2
CCCCn1c(SCC(=O)Nc2nnc(CC)s2)nc2ccccc2c1=O	0	-5	-1.3	0.8	-1	0	5	-0.4	0.5	1	2.7
O=C(c1noc2c1CCCC2)N1CCC(CO)(Cc2ccccc2Cl)CC1	-2	0	-1.5	-3.2	-1	2	2	-0.4	-1.4	0	0.1
O=C(O)COc1cccc(/C=C2/SC(=S)N(Cc3ccccc3)C2=O)c1	-2	4	-1.2	2.4	8	6	-9	0.7	1.7	5	0.0
Nc1ncc(S(=O)(=O)c2ccc(Cl)cc2)c(N)n1	-4	-1	-0.6	0.4	-10	-1	-10	-0.8	3.0	3	-0.5
COC(=O)c1scc(S(=O)(=O)C(C)C)c1N/N=C(\C#N)C(=O)c1ccc(Cl)cc1	-4	12	-1.6	0.6	-2	-2	-9	-0.2	-0.2	-10	0.8
O=C(NCCS(=O)(=O)c1ccc(Br)cc1)c1ccccc1Cl	2	0	-0.3	2.4	3	2	-7	0.6	0.5	-1	0.5
CCOC(=O)C1CCCN(C(=O)C2CCC(CNS(=O)(=O)c3ccc(NC(C)=O)cc3)CC2)C1 (stereo not drawn)	2	-7	-0.5	3.5	3	3	4	0.0	-2.0	7	0.8
CN(C)S(=O)(=O)c1cccc(CSc2cccc[n+]2[O-])c1	-3	-3	-1.4	1.3	-4	3	-2	0.1	-1.4	1	0.5
CCOc1ccc(COC(=O)C2CC(=O)N(CCc3ccccc3)C2)cc1OC (stereo not drawn)	-1	-4	-0.7	-0.4	1	0	-6	-0.3	1.2	0	0.5
S=C(Nc1ccccc1Cl)N1CCC(c2ccccc2)C1 (stereo not drawn)	-2	2	-0.5	11*	3	10*	-1	1.6	2.2	5	4.6*
N#CC1C(C#N)N2CCCN2C1c1ccc(Br)cc1 (stereo not drawn)	-4	3	-1.2	0.1	-6	-9	-16	-0.3	1.2	-4	-0.7
COc1ccc(N2CCN(C(CNC(=O)C(C)(C)C)c3ccco3)CC2)cc1 (stereo not drawn)	1	4	-1.4	-1.2	-2	0	-4	0.1	-1.6	2	0.4
CSCCC(c1nc2ccccc2[nH]1)n1c(C)nc2ccccc21 (stereo not drawn)	-2	-2	-0.5	-0.5	-2	1	1	-0.2	-1.4	3	·
CC1=NN(C(=O)Cn2ccc([N+](=O)[O-])n2)C(O)(C(F)(F)F)C1 (stereo not drawn)	-1	-2	-0.6	2.4	0	-2	4	0.0	0.6	2	-0.7

A draw from above in order of length of the SMILES, descending.
Compound	SMARCA2 act	NR1D1 modulator	ssDAF-12 act	hgDAF12 agonist	ADAM17 inh	PLCg1 inh	PLC-beta3 inh	DAX1 inh-1	hcDAF12 agonist	MBD2 inh	DAX1 inh-2
CCOC(=O)C1CCCN(C(=O)C2CCC(CNS(=O)(=O)c3ccc(NC(C)=O)cc3)CC2)C1 (stereo not drawn)	2	-7	-0.5	3.5	3	3	4	0.0	-2.0	7	0.8
COc1ccc(N2CCN(C(CNC(=O)C(C)(C)C)c3ccco3)CC2)cc1 (stereo not drawn)	1	4	-1.4	-1.2	-2	0	-4	0.1	-1.6	2	0.4
CCOc1ccc(COC(=O)C2CC(=O)N(CCc3ccccc3)C2)cc1OC (stereo not drawn)	-1	-4	-0.7	-0.4	1	0	-6	-0.3	1.2	0	0.5
CSCCC(c1nc2ccccc2[nH]1)n1c(C)nc2ccccc21 (stereo not drawn)	-2	-2	-0.5	-0.5	-2	1	1	-0.2	-1.4	3	·

Going on with the list:
Compound	SMARCA2 act	NR1D1 modulator	ssDAF-12 act	hgDAF12 agonist	ADAM17 inh	PLCg1 inh	PLC-beta3 inh	DAX1 inh-1	hcDAF12 agonist	MBD2 inh	DAX1 inh-2
O=C(OCCN1C(=O)c2ccccc2C1=O)c1ccco1	1	-1	-0.3	-1.1	-8	0	0	0.2	-0.9	-5	-0.9
CCCNC(=O)C1(C)CCCN(Cc2ccsc2)C1 (stereo not drawn)	-3	1	-1.1	1.6	-1	4	4	0.3	-1.6	-5	·
O=C(CN1C(=O)NC2(CCCC2)C1=O)N1CCN(c2ccccc2Cl)CC1	1	2	-0.6	5.3	-3	3	-8	0.9	-0.6	6	-1.8
CC(C)Cc1nnc(NC(=O)CCC(=O)NC2CCCc3ccccc32)s1 (stereo not drawn)	-1	2	-0.3	-0.3	-1	1	3	-0.4	4.8	-8	-0.8
CC(C)(C)c1ccc(-c2nnc(SCC3CCCCO3)n2-c2ccc(Cl)cc2)cc1 (stereo not drawn)	-4	8	-1.3	4.0	0	1	3	-1.0	-1.5	-5	·
COc1ccc(CN2CCOCC2)c(C)c1C	1	-2	-1.7	0.6	-5	-144	1	-0.1	-0.1	1	1.5
CCCC1CCC2(CCCN2CCOC(=O)Nc2ccccc2)CC1 (stereo not drawn)	·	2	-0.8	-0.3	-1	-1	-1	·	0.9	2	·
O=C(COC(=O)CCCN1C(=O)c2cccc3cccc(c23)C1=O)Nc1cccc(Br)c1	0	7	-1.3	1.0	-5	0	1	-0.4	-2.9	1	0.2
CCOC(=O)C(C)On1c(-c2ccccc2)nc2ccc([N+](=O)[O-])cc21 (stereo not drawn)	6	4	-0.6	12*	3	2	4	1.2	0.5	-1	3.6
COc1ccc(Cl)cc1NS(=O)(=O)c1cccc(C(=O)NCC(c2ccco2)N(C)C)c1 (stereo not drawn)	5	-5	-1.2	-1.2	-6	1	-1	0.1	-0.5	2	0.2
CC(C)(C)OC(=O)NNC(=O)C12CC3CC(CC(C3)C1)C2	2	1	-1.1	-3.2	2	1	-5	1.7	-0.9	-8	0.6
CCCCNC(=O)c1cc2n(n1)C(C(F)(F)F)CC(c1ccccc1)N2 (stereo not drawn)	-4	-5	-1.2	-1.3	-2	-1	5	-0.9	-2.8	1	-0.1
COC(=O)c1ccccc1NC(=O)Nc1ccc(Br)cn1	-1	0	-0.7	2.3	-3	-2	-1	1.4	-1.1	1	1.0
Cc1cc(N2C(=O)C(O)=C(C(=O)c3cc4ccccc4o3)C2c2ccc(Br)cc2)no1 (stereo not drawn)	-1	-2	-0.6	0.9	0	-12	-28	0.1	-1.0	0	0.7
CCOC(=O)C1=C(c2ccccc2)NC(=S)NC1C (stereo not drawn)	-7	-3	-0.9	-1.4	3	3	7	-0.5	0.7	4	0.1
CCOC(=O)C(=O)Nc1nnc(CCc2ccccc2)s1	7.8*	2	-1.4	0.3	0	1	3	0.2	-0.6	4	0.5
COC(=O)N1CCCCC1c1cc(C(=O)NCc2ccc(F)cc2)no1 (stereo not drawn)	0	0	-1.8	2.5	-2	-4	-2	0.7	-1.4	1	·
O=C(CSc1nnc(-c2ccco2)o1)Nc1cccc([N+](=O)[O-])c1	-1	-10	-1.0	-1.6	-2	5	-10	-0.1	2.5	2	0.9
CCC(=O)Nc1nc2ccccc2n1Cc1ccccc1	-2	-5	-0.6	0.8	-4	1	1	-1.8	-2.6	2	0.5
CN1CCN(c2ccc(Cl)cc2NC(=O)CN2C(=O)NC(C)(c3ccccc3)C2=O)CC1 (stereo not drawn)	1	4	-1.0	-0.2	1	1	5	-1.2	-2.5	0	1.3
Cc1ccc(Cl)cc1NC(=O)CSc1nnc(C)n1-c1ccccc1	2	-4	0.0	-2.6	2	-1	6	-0.1	-1.3	-2	0.5
COc1ccc(/C=C2\SC(=O)N(CCNC(=O)C3CSC4(C)CCC(=O)N34)C2=O)cc1 (stereo not drawn)	0	-3	0.7	3.5	0	7	-7	1.3	1.4	4	-0.5
CCOC(=O)c1c(-c2ccccc2)csc1NC(=O)CSc1nnnn1C	-1	6	-1.6	-4.3	1	2	2	-1.3	-2.7	-6	-0.8
CS(=O)Cc1cc(Sc2ccccc2)nc(-c2ccncc2)n1 (stereo not drawn)	0	-1	-1.4	-4.5	0	1	3	-0.2	-1.4	-4	1.2
